# Screening data from PubChem BioAssay.
# Casp6 inh – blocks human caspase-6 cleavage activity; purified caspase-6, Z-VEID-R110 cleavage fluorescence; P55212; inhibition, % at 12.5 µM; 350,000 compounds, 0.53% hits; AID 686996;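 active = mean inhibition across replicates at least about 35%, with every replicate also reaching that limit, limit read from the data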;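 also: 0% = median of neutral control wells and 100% = no fluorescence left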
# Target sequence (P55212 24-179 limits assumed): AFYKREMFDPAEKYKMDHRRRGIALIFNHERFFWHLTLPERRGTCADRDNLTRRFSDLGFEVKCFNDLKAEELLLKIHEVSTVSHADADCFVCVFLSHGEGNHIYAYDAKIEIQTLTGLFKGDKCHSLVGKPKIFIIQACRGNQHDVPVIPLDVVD
# Target sequence (P55212 194-293 limits assumed): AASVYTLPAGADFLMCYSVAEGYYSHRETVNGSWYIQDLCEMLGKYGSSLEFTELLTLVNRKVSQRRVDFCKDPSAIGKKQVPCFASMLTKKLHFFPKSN
# SIRT5 inh – inhibitors of human sirtuin-5 desuccinylase; 330,000 compounds, 1.1% hits; inhibition, % at 15 µM; Purified SirT5, succinyl-peptide AMC, trypsin-coupled fluorescence; Q9NXA8; in the data active = inhibition above about 15%
# Target sequence (Q9NXA8 whole entry, looked up): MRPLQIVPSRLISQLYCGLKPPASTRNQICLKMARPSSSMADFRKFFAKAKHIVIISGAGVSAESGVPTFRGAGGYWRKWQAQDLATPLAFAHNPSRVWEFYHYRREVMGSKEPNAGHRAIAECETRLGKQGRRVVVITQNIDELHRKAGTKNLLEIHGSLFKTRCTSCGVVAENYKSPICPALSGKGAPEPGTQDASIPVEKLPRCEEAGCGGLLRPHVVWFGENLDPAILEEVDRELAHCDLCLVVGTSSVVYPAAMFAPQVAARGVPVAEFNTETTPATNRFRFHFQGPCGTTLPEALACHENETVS
# S100A4 inh HTS – S100A4-myosin IIA interaction inhibition; inhibition, % at 10.7 µM; AID 652163; 360,000 compounds, 0.14% hits; S100A4/TAMRA-MyoIIA peptide fluorescence polarization; P26447;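 active = mean inhibition of at least 70% across replicates, with every replicate also reaching that level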
# Target sequence (P26447 whole entry, looked up): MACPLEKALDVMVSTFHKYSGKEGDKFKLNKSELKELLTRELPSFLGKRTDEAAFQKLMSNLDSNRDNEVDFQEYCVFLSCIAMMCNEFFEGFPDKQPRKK
#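 incubation = readout 5 min after mixing, signal stable up to 60 min | system = S100A4 monomer protein | buffer or medium = HEPES pH 7.2 with CaCl2, KCl, NaCl, DTT, Triton | benchmarks = neutral control DMSO, positive control TFP | also added = fluorescent myosin IIA peptide, 5 nM | compound dosing = one concentration per compound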
# LGR2 inh – blocks bursicon-induced cAMP signaling via Drosophila LGR2; inhibition, % at 9.99 µM; 380,000 compounds, 0.35% hits; HEK293 LGR2, CRE-luciferase, bursicon-stimulated, 4 h;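 active = drop in luminescence signal, shown as inhibition above about 50% in the replicate tests, limit read from the data, passing the limit was not always enough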;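 also: agonist challenge used bursicon conditioned medium at about half maximal strength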
# Statin myotox sup – suppression of simvastatin myotoxicity | C2C12 myotubes + simvastatin, ATP luminescence, 48 h; scaled: DMSO 0, geranylgeraniol control 100 | rescue of ATP level, % at 7.49 µM | 330,000 compounds, 0.78% hits;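 active = mean ATP rescue above about 67%, or every replicate alone reaching that limit, limit read from the data, passing the limit was not always enough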;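 also: myotubes were challenged with 10 µM simvastatin during compound exposure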
# esBAF inh – inhibitors of esBAF chromatin remodeling in mouse ES cells; Bmi1-luciferase knock-in reporter, 24 h; 100% = twice the neutral-well signal; reporter increase, % at 12.5 µM; 350,000 compounds, 2% hits; in the data active = activation above about 40%;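 also: 0% = median of the plate's neutral control wells and 100% = double that signal; a rise in the Bmi1 reporter signal indicates esBAF inhibition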
# FN deposit inh – fibronectin deposition inhibition; AH1F fibroblasts, Alexa488-fibronectin deposition fluorescence, overnight; inhibition, % at 12.6 µM; 350,000 compounds, 0.086% hits;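 active = mean inhibition across replicates of 30% or more, regardless of how many single replicates reach that level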;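 also: positive control wells lacked labelled fibronectin entirely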
#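 Schedule: 1 h cell adhesion before compound, then overnight fibronectin incubation; test system: AH1F fibroblast monolayer depositing Alexa488-labelled fibronectin into matrix; quantity: 10000 AH1F cells per well; probe or stimulus: fluorescent fibronectin at 24 nM final; signal: fluorescence, ex 485 nm, em 525 nm; evaluation: percent inhibition as loss of matrix-bound fibronectin fluorescence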
# * hit, by the source's call; · = not tested or not shown.
SMILES,Casp6 inh,SIRT5 inh,S100A4 inh HTS,LGR2 inh,Statin myotox sup,esBAF inh,FN deposit inh
COCCCNC(=O)CSc1nc2ccccc2c(=O)n1CCc1ccc(S(N)(=O)=O)cc1,7,1,-3,5,11,-9,6
COc1ccc(N(CC(=O)NCc2ccccc2OC)S(=O)(=O)c2ccccc2)cc1,4,-4,4,12,-1,-7,1
COc1cc(OC)cc(C(=O)Nc2nc(CC(=O)NCc3ccc(F)cc3)cs2)c1,2,-1,-2,4,4,6,13
COc1ccc2c3c(n(C)c2c1)[C@H](CO)N(Cc1ccccc1OC)CC31CN(C)C1,1,2,3,1,·,·,6
CCC1CCCCN1C(=O)CCCc1ccccc1 (configuration not stated),-1,-1,5,-26,-1,35,4
COc1ccc(C(=O)NNC(=O)c2ccc(C(C)(C)C)cc2)cc1,-1,-5,1,13,-10,-3,0
NS(=O)(=O)c1cccc(NC(=O)CSc2nnc(-c3ccccc3)o2)c1,-1,0,0,-7,·,·,5
CCOC(=O)C1CCN(C(=O)c2cc(CN3C(=O)c4ccccc4C3=O)ccc2OCC)CC1,0,1,-5,-4,·,·,10
C[C@H]1CN([C@@H](C)CO)C(=O)c2cc(NC(=O)Nc3ccc(F)cc3)ccc2O[C@H]1CN(C)S(C)(=O)=O,-2,-1,-6,-26,37,1,·
Cc1noc(C)c1CSc1nnc(-c2ccccc2)n1Cc1ccco1,·,·,·,-2,5,-10,·
Cc1cc(C)c(C#N)c(SCC(O)CS(=O)(=O)Cc2ccccc2)n1 (configuration not stated),4,-3,0,-5,0,2,·
Cc1ccccc1NC(=O)Cc1nc(COC(=O)Cc2ccccc2F)cs1,2,0,-10,-19,0,2,-2
CCOC(=O)C1=CN(Cc2cccc(F)c2)S(=O)(=O)NC1c1ccc(Br)cc1F (configuration not stated),0,-4,-7,1,1,1,-5
COc1ccc(-c2noc(CSc3nc4ccccc4c(=O)n3-c3ccccc3)n2)cc1,0,-1,-8,4,25,-3,·
CCCc1nn(C)c(C(=O)Nc2ccc(Cl)cc2)c1Cl,1,-7,-5,-8,·,·,0
CNC[C@H]1Oc2ccc(NC(=O)Nc3ccccc3)cc2C(=O)N([C@@H](C)CO)C[C@H]1C,3,2,19,-15,-29,-8,-1
O=C(C[C@@H]1CC[C@H](NC(=O)c2ccc3c(c2)OCO3)[C@@H](CO)O1)NC1Cc2ccccc2C1,-1,-6,-20,6,6,-1,-13
CC(=O)Nc1ccc(S(=O)(=O)N2CCN(c3nc(C)cc(C)n3)CC2)cc1,1,-4,3,-6,-32,4,-7
C[C@@H](O)C#Cc1cnc2c(c1)C(=O)N([C@@H](C)CO)C[C@H](C)[C@H](CN(C)Cc1ccc(-c3ccccc3)cc1)O2,·,·,·,23,-1,2,-3
CC1(CCl)N([O-])C2=C(CCCC2)[N+]1=O (configuration not stated),19,0,-10,15,·,·,-9
CC(C)(C)C1CCC(=NNC(=O)C2COc3ccccc3O2)CC1 (configuration not stated),-1,-3,-3,-6,1,-6,2
COc1ccc(CCNS(=O)(=O)c2cccc(C)c2)cc1OC,·,·,·,-4,25,0,-13
O=C(c1cccnc1)N1CC(=O)N2[C@@H](CO)[C@H](c3ccc(C#CCC4CCCC4)cc3)[C@@H]2C1,-1,-3,5,-1,·,·,·
Cc1ccc(-c2cc(C(=O)N/N=C/c3c[nH]c4ccccc34)[nH]n2)cc1,1,-4,0,-40,·,·,2
O=c1ccc2cc(S(=O)(=O)N3CCN(c4ccc(Cl)cc4)CC3)ccc2o1,-2,-6,-1,0,7,3,0
O=[N+]([O-])c1cccc(/C([O-])=C(/C(=S)Nc2ccccc2F)[n+]2ccccc2)c1,-1,-3,-12,-16,·,·,-4
CCOC(=O)c1ccc(NC(=O)NCc2ccccc2)cc1,1,4,-6,-30,·,·,-15
Cc1nc(NC(=O)c2cc3ccccc3o2)ccc1Br,1,1,2,-92,-8,69*,10
COc1cccc(-c2c(NC(=O)c3ccco3)oc3ccccc3c2=O)c1,3,-13,-6,·,-2,-5,·
CCOc1ccc(-n2c(-c3ccccc3)c[n+]3c2CCCCC3)cc1,-4,0,-3,6,·,·,2
O=C1Nc2ccccc2C(=O)N2[C@H](c3cccc(Br)c3)[C@@H]3C(=O)N(Cc4ccccc4)C(=O)[C@@H]3[C@H]12,2,·,-6,9,5,0,-9
Cc1cc(C(=O)NCc2cc(F)cc3c2OCOC3)nn1C,-5,-1,-6,-14,·,·,-6
CC(C)(C)OC(=O)N1CCC(C(=O)Nc2cccc(C(=O)NCCc3ccccc3)c2)CC1,-2,-5,-2,1,8,24,16
CCC1CCCCN1CCCNC(=O)c1ccc(N2CCOCC2)c(NS(=O)(=O)c2ccc(OC)cc2)c1 (configuration not stated),-33,-4,-10,19,·,·,2
O=CNCCCc1nc2ccccc2n1CCc1ccccc1,-2,-5,-6,-15,-26,7,2
CC12CCC(O)CC1=CCC1C2CCC2(C)C(c3ccn[nH]3)CCC12 (configuration not stated),-8,-2,8,26,-8,0,-3
CCC(C(=O)Nc1ccc([N+](=O)[O-])cn1)c1ccccc1 (configuration not stated),-4,-2,-6,-11,-2,1,0
COc1cccc(S(=O)(=O)N(C)C[C@H]2Oc3cc(C#CCC(C)C)ccc3S(=O)(=O)N([C@@H](C)CO)C[C@@H]2C)c1,2,0,7,6,-26,7,-17
C[C@H]1CN([C@@H](C)CO)S(=O)(=O)c2ccc(C3=CCCCC3)cc2O[C@@H]1CN(C)C(=O)C1CCC1,-1,4,11,9,-40,4,·
CN1c2ccc(-c3cccc(C#N)c3)cc2[C@H]2[C@H](CCN2C(=O)C2CC2)[C@H]1CO,3,2,6,-13,·,·,5
CCCCc1cc(=O)oc2cc(C)cc(OCC(=O)N3CCC(C(=O)O)(c4ccccc4)CC3)c12,1,-18,1,-8,-9,2,·
O=C(Nc1ccc(F)cc1)c1cccc(N2C(=O)C3C4C=CC(C5CC45)C3C2=O)c1 (configuration not stated),1,-1,-20,6,-13,-3,4
O=C(Cc1ccc(Cl)cc1)NC1CCCN(Cc2ccccc2F)C1 (configuration not stated),0,-2,-7,-15,19,6,-12
N#Cc1c2n(c(=S)n(-c3ccc(OC(F)F)cc3)c1=O)CCCCC2,-4,-1,-4,-21,·,·,·
CCC(=O)NC[C@@H]1[C@@H](c2ccc(-c3ccc(OC)cc3)cc2)[C@@H](CO)N1C(C)=O,1,3,17,-1,·,·,-13
CCS(=O)(=O)c1nc(S(=O)(=O)c2ccc(Cl)cc2)c(N2CCOCC2)s1,38*,-4,-14,8,37,1,2
Nc1nc(Cl)cc(N2CCCC2)n1,-8,-2,9,8,5,-2,6
COc1ccc(C(=O)N/N=C/c2cc(Br)ccc2O)cc1OC,-1,2,2,10,·,·,-1
C(=N\Nc1nc2ccccc2[nH]1)/c1ccncc1,·,-6,0,-27,·,·,-6
CC=Cc1ccc2n(c1=O)C[C@H]1[C@H](CO)[C@@H](C(=O)N(C)C)[C@@H]2N1Cc1cc(F)ccc1F (mixture of isomers),-1,-5,14,16,8,-1,·

# Four records drawn at random from those above, as already listed:
SMILES,Casp6 inh,SIRT5 inh,S100A4 inh HTS,LGR2 inh,Statin myotox sup,esBAF inh,FN deposit inh
C(=N\Nc1nc2ccccc2[nH]1)/c1ccncc1,·,-6,0,-27,·,·,-6
O=C(Nc1ccc(F)cc1)c1cccc(N2C(=O)C3C4C=CC(C5CC45)C3C2=O)c1 (configuration not stated),1,-1,-20,6,-13,-3,4
CCCCc1cc(=O)oc2cc(C)cc(OCC(=O)N3CCC(C(=O)O)(c4ccccc4)CC3)c12,1,-18,1,-8,-9,2,·
N#Cc1c2n(c(=S)n(-c3ccc(OC(F)F)cc3)c1=O)CCCCC2,-4,-1,-4,-21,·,·,·

# (listing goes on)
SMILES,Casp6 inh,SIRT5 inh,S100A4 inh HTS,LGR2 inh,Statin myotox sup,esBAF inh,FN deposit inh
COc1cc(C(Nc2ccccn2)c2c(NC(=O)c3ccco3)sc(C)c2C)cc(OC)c1OC (configuration not stated),-1,-3,-10,-8,0,34,-21
O=C(CSc1nnc(-c2cccc(F)c2)o1)N1CCCC1,-1,3,-2,-42,3,44*,2
COc1ccc(NC(=O)CSc2nc(N3CCCCC3)nc(N3CCCCC3)n2)cc1,·,·,·,21,39,-3,-14
Nc1ccc(C(=O)Nc2nc3ccccc3s2)cc1,2,·,9,-13,-6,-17,5
O=C(c1cccc(F)c1)N1CCN(C(=O)c2nn3cccnc3c2Cl)CC1,·,·,·,-10,7,-6,·
O=C(Cc1ccccc1[N+](=O)[O-])Nc1ccccc1C(=O)N1CCCC1,-1,-3,-8,10,·,·,-5
O=C(C[C@H]1C=C[C@H](NC(=O)C2CC2)[C@H](CO)O1)NCC1CC1,-1,4,-5,-2,0,3,·
O=C1c2ccc(-c3ccc(F)cc3OCc3ccccc3)cc2S(=O)(=O)c2cccc(C(=O)N3CCN(c4ncc(Cl)cc4Cl)CC3)c21,0,·,-2,-8,-1,3,-20
Cc1cc(C)cc(N(CC(=O)N2CCn3c2nc2ccccc23)S(=O)(=O)c2c(C)noc2C)c1,0,·,1,-9,-14,-2,-6
CCN1CCc2nc3sc(C(=O)Nc4cccnc4Cl)c(N)c3cc2C1,-5,-3,-3,4,4,5,1
COC(=O)c1ccc(OS(=O)(=O)c2ccc(NC(C)=O)cc2)cc1,3,0,-3,-9,·,·,-2
COc1ccc(-c2c(NC(=O)c3ccco3)n(-c3ccccc3)nc(C)c2=O)cc1,7,-6,0,·,·,·,-12
CC1Sc2ccc(C(=O)NCc3ccccn3)cc2NC1=O (configuration not stated),5,1,-3,-16,4,39,11
COc1cc(OC)cc(OC2(C)CCN(Cc3ccc(OC(C)C)cc3)C2)c1 (configuration not stated),2,-2,-9,-1,14,-5,-4
CCOC(=O)Nc1ccc(C(=O)NCC2CCCO2)cc1 (configuration not stated),·,·,·,·,-3,-4,6
Cc1cc(/C=C(\C#N)C(=O)Nc2ccc(F)cc2)c(C)n1-c1ccc(N2CCOCC2)c([N+](=O)[O-])c1,·,·,·,1,-31,-7,-3
Cc1ccc(-c2nnc(SCC(=O)Nc3ccc4c(c3)oc3ccccc34)n2C)c(Cl)c1,·,·,·,·,26,35,-5
Cc1ccc(OCc2nc3ccccc3n2C(C(=O)Nc2c(C)cccc2C)C2CC2)cc1 (configuration not stated),1,2,-4,-16,·,·,-27
CCN(CC)CCOc1ccc(Br)cc1,·,·,·,-8,7,-2,4
COc1ccccc1-n1cnc2cc(NS(=O)(=O)c3ccccc3)ccc21,2,0,4,2,·,·,·

# Single records, as listed above. Values in the order: Casp6 inh	SIRT5 inh	S100A4 inh HTS	LGR2 inh	Statin myotox sup	esBAF inh	FN deposit inh
# CCN(CC)CCOc1ccc(Br)cc1 is entered as ·	·	·	-8	7	-2	4
# COC(=O)c1ccc(OS(=O)(=O)c2ccc(NC(C)=O)cc2)cc1 is entered as 3	0	-3	-9	·	·	-2

# Going on with the list.
SMILES,Casp6 inh,SIRT5 inh,S100A4 inh HTS,LGR2 inh,Statin myotox sup,esBAF inh,FN deposit inh
Cc1noc(C)c1NC(=O)Nc1ccc2c(c1)C(=O)N([C@H](C)CO)C[C@@H](C)[C@H](CN(C)C(=O)Nc1ccc(C(F)(F)F)cc1)OCCCC[C@H](C)O2,-1,3,-36,0,-11,13,6
C[C@H](CO)N1C[C@H](C)[C@H](CN(C)C(=O)Nc2ccc3c(c2)OCO3)Oc2ncc(C#Cc3cccc(F)c3)cc2C1=O,-1,7,10,7,6,8,·
COC(=O)c1ccc(OCC(=O)NCCC2=CCCCC2)c(OC)c1,2,-5,-2,-1,6,10,-8
COc1ccccc1-c1cnc2c(c1)C(=O)N([C@@H](C)CO)C[C@@H](C)[C@H](CN(C)Cc1cccnc1)O2,0,1,1,10,-3,2,13
CN(CC(=O)Nc1cccc(F)c1)C(=O)c1cc(S(=O)(=O)N2CCCCC2)ccc1N1CCOCC1,-1,-2,-2,4,-10,9,4
COc1ccc(-c2sc3ccccc3c2C#CCCO)cc1,1,·,-12,0,11,-13,-8
COc1ccc(C(=O)O)cc1NC(=S)NC(=O)CSc1ccc(Cl)cc1,4,1,-2,10,2,-1,·

# Not all compounds are listed; count on the stated rates, not on these rows.
